p53 reactivator: restores transcriptional activity of mutant p53; Potency, µM (highest dose often 92.2 µM), inactives show top-dose activity change, positive = activation, actives largely listed as activators; AID 504706; H1299 p53-A138V BP100-luciferase reporter, luminescence, 24 h; 320,000 compounds, 0.063% hits; note: potency is the fitted concentration of half-maximal effect; % of control where 0% means no effect; nearly all actives have a fitted effect of over 45% in size
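p53-null H1299 cells stably carrying temperature-sensitive p53-A138V and a BP100-luciferase reporter were pinned with compounds (4-point, 1:5 series) and held 24 hrs at 37 deg C. Luminescence was read 10 min after detection reagent.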
B2AR arrestin: recruits beta-arrestin to the human beta2-adrenergic receptor. AID 492947. Potency, µM (series often up to 46.1 µM), without a hit: top-dose activation, hits mostly activators. beta-arrestin recruitment to beta2AR, cell-based reporter. 330,000 compounds, 0.02% hits. P07550;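 note: potency is the fitted concentration of half-maximal effect; 0% = DMSO controls and full agonism = EC100 isoproterenol or metaproterenol; nearly all actives have a fitted effect of over 65% in size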
a7 integrin act: activators of alpha7 integrin expression for muscular dystrophy; AID 624291; alpha7betagal myoblasts, beta-gal FDG fluorescence, 48 h; 350,000 compounds, 0.064% hits; Potency, µM (titrated, usually from 38.3 µM), for inactives: at the top dose activation, hits mostly activators;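 note: potency is the fitted concentration of half-maximal effect; 100% = response of the positive control SU9516; nearly all actives have a fitted effect of over 60% in size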
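Alpha7betagal+/- myoblasts (passage 13) were plated 16-24 hr, then exposed to compounds (1:260 dilution of DMSO stock) for 48 hours at 37C. After MPER lysis, β-galactosidase reporter activity was read as FDG fluorescence (ex 480/em 540) after 30 minutes.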
ELG1 DNA repair: ELG1-dependent DNA repair inhibition; HEK293T ELG1-luciferase reporter, luminescence, 16 h; DNA damage induced by 5-fluorouridine; Potency, µM (series often up to 46.1 µM), without a hit: top-dose activity change, negative = inhibition, usual class: inhibitors; 330,000 compounds, 2.3% hits; AID 504467; note: potency is the fitted concentration of half-maximal effect; % is set by controls: 0 for no effect and ±100 for the full control effect; nearly all actives have a fitted effect of over 55% in size
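In this reporter screen, reduction of luminescence relative to DMSO vehicle indicated activity. Compounds and 5-fluorouridine were added together to 2,000 cells per well, incubated for 16 hr at 37 °C, then developed with ONE-Glo.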
TCR act: T cell receptor activation; primary human leukocytes, anti-CD3, IL-2 HTRF, 48 h; Potency, µM (doses to about 9.22 µM), for the others: top-dose activation of IL-2 secretion, most hits filed as activators; 330,000 tested, under 10 active; AID 504894; note: % of control where 0% means no effect
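IL-2 release read by HTRF sandwich (Eu cryptate donor, d2 acceptor, 665 nm emission) after 48 hr exposure of primary human leukocytes to compound together with anti-CD3 beads in the absence of co-stimulatory signals.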
TRPV1 ag: activates the human vanilloid receptor TRPV1. TRPV1-expressing cells, Fluo-8 calcium influx, agonist mode. AID 540275. activation, % at 8.33 µM. 320,000 compounds, 0.19% hits; in the data active = activation above about 80%; inconclusive = between about 30% and that limit; note: 0% is about no effect
Target sequence (Q8NER1 whole entry, looked up): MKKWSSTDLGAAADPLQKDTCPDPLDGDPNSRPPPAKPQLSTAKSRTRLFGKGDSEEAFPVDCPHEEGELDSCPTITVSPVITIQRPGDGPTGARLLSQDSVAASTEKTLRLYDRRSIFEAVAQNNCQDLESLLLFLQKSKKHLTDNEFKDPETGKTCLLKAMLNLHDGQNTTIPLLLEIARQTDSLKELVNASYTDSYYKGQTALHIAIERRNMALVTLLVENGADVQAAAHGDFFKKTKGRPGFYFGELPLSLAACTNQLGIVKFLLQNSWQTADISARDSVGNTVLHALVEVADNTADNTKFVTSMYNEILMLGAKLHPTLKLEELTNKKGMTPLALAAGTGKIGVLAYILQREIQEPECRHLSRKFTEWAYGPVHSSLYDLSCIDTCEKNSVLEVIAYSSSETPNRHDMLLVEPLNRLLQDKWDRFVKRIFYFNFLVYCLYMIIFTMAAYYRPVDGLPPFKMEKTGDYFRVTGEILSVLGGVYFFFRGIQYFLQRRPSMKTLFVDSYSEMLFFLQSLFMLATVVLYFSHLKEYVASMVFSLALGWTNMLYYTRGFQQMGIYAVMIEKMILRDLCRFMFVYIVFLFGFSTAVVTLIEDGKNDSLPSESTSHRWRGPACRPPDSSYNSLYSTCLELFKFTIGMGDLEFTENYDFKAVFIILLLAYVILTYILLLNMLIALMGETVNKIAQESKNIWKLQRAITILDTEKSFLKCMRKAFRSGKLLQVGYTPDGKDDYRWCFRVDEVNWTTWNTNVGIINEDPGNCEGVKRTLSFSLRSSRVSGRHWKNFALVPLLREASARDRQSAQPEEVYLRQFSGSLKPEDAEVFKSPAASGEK
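TRPV1-expressing cells were cultured overnight at 35.5C and loaded with Fluo-8 calcium dye for 40 to 90 min at room temperature. After a 10 s baseline, compound was added and calcium influx was read kinetically for 3 min (ex 480/em 520 nm).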
AT treatment: potential ataxia-telangiectasia treatments restoring KAP-1 phosphorylation | 320,000 compounds, 0.19% hits | […] A-T fibroblasts, KAP-1 phosphorylation AlphaLISA; neocarzinostatin DNA damage 30 min before lysis | Potency, µM (series often up to 57.5 µM), for inactives: at the top dose activation, actives largely listed as activators | AID 485349; note: potency is the fitted concentration of half-maximal effect; % of control where 0% means no effect; nearly all actives have a fitted effect of over 45% in size
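ATM-like activity read as KAP-1 phosphorylation via AlphaLISA donor/acceptor antibody pairs after lysis and 6 hr at 25C. Cells were ATM-null patient fibroblasts ([…], hTERT), dosed 60 min, then exposed to the DSB inducer NCS for 30 min.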
MLL CXXC-DNA inh: MLL CXXC-DNA interaction inhibition; MLL-CXXC / FITC-HOXA9 DNA fluorescence polarization; AID 2662; 290,000 compounds, 0.037% hits; Potency, µM (doses to about 115 µM), without a hit: at the highest dose activity change, negative = inhibition, hits mostly inhibitors; Q03164; active = well fitted inhibition curve with a large enough effect in the polarisation, with a control signal flat, not every such curve was filed as active; inconclusive = small, poorly fitted or top-dose-only effect, or effect the other way, or a change in a side signal; inactive = no such curve, though single readings can be large or run the other way; the % refers to the polarisation; note: potency is the fitted concentration of half-maximal effect
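Purified MLL-CXXC (added from a 7 uM solution) was preincubated 5 min at ambient with pinned compounds in 50 mM Tris-HCl pH 7.5, 50 mM NaCl, 1 mM DTT, 0.05% BSA. Fluorescein-labeled HOX-A9 DNA (50 nM solution) followed, 30 min, then polarization read.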
BRCA1 expr up: activators of BRCA1 expression; AID 624202; MCF7-BRCA1-FFLuc reporter, luminescence, 48 h; response scale: scaled: vehicle 0%, 10 µM genistein 100%; Potency, µM (doses to about 46.1 µM), for inactives: at the highest dose activation, usual class: activators; 380,000 compounds, 1.1% hits; note: potency is the fitted concentration of half-maximal effect; nearly all actives have a fitted effect of over 80% in size; some results filed as inactive show a strong effect at the top dose
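MCF7 cells carrying a BRCA1-firefly luciferase reporter (2000 cells/well, phenol-red free MEM) were attached for 2 h at 37 °C, then given compounds for 48 h. Luminescence was read 15 min after luciferase reagent; activity normalized to genistein (10 microM) and DMSO.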
TSG101-PTAP inh: blocks PTAP/TSG101 interaction to inhibit HIV-1 budding; Q99816; AID 493005; Fluorescence polarization, FITC-PTAP peptide / Tsg101 binding; Potency, µM (series often up to 115 µM), without a hit: top-dose activity change, negative = inhibition, actives largely listed as inhibitors; 340,000 tested, under 10 active; active = well fitted inhibition curve with a large enough effect in the main read-out, with a control signal flat, not every such curve was filed as active; inconclusive = small, poorly fitted or top-dose-only effect, or effect the other way, or a change in a side signal; inactive = no such curve, though single readings can be large or run the other way; note: potency is the fitted concentration of half-maximal effect; % of control where 0% means no effect
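Tsg101 binding domain (10 uM final) was mixed with compound and a FITC-labeled PTAP peptide (50 nM final) in HEPES pH 7.5 buffer with NaCl, Tween 20, EDTA and TCEP; fluorescence polarization was read after 20 min at r.t.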
* hit, by the source's call; ? = inconclusive; . = not tested or not shown; [ ] = dose if it differs, or a comment. Unless noted, calls come from the whole dose curve; as a rule, active = well fitted curve in the direction sought with a large enough effect; inconclusive = small, poorly fitted or top-dose-only effect, or another doubt; inactive = no such curve, though single readings can be large; an effect the other way counts as inactive or inconclusive.

Fields: p53 reactivator, B2AR arrestin, a7 integrin act, ELG1 DNA repair, TCR act, TRPV1 ag, AT treatment, MLL CXXC-DNA inh, BRCA1 expr up, TSG101-PTAP inh
Cc1ccc(N2C(=O)[C@@H]3[C@H](C2=O)C2c4ccccc4C=CN2[C@@H]3C(=O)c2ccco2)cc1 (stereo not given in full)
    20%, 0.0%, 12%, 11%, -2%, 4, -2%, -21%, -29%, -17%
CCc1ccc(NS(=O)(=O)c2ccc3oc(=O)ccc3c2)cc1
    -54%[inhibitor], -0.7%, -18%, 0%, ., 1, 23%, -17%, -20%, 1%
CCCC(C(=O)NC(C)(C)CC)N(Cc1ccco1)C(=O)CNS(=O)(=O)c1ccccc1 (stereo not given)
    -4%, -0.4%, 15%, 6%, 1%, 19, 2%, -2%, -10%, 2%
CCc1noc(C)c1C(=O)Nc1nc(-c2ccc(OC)cc2)cs1
    1%, 2.3%, 38%, -9%, -1%, 0, 10%, ., 26%, 0%
Cc1c(C(=O)/C=C/N(C)C)nnn1-c1ccc(F)c(Cl)c1
    10%, -0.4%, 14%, ?, -1%, 4, 0%, 3%, 52%, -6%
COc1ccc(N2C(=O)c3ccc(C(=O)Nc4ccccc4O)cc3C2=O)cc1
    ., -0.5%, ?, -1%, 2%, 10, -6%, 14%, -9%, -7%
O=C(Nc1nnc(Cc2ccccc2)s1)C1CCN(C(=O)c2ccco2)CC1
    1%, 0.4%, -13%, 1%, 2%, 0, -7%, 43%[activator], -28%, 0%
Cc1ccccc1-c1nc(CS(=O)CC(=O)NCc2ccccn2)c(C)o1 (stereo not given)
    -8%, 0.1%, -21%, 4%, 3%, 3, -5%, 5%, -4%, -5%
CCO[C@H]1OC(C(=O)NCc2ccccc2)=C[C@@H](c2ccc(C(F)(F)F)cc2)[C@@H]1CCCO
    1%, -0.2%, -23%, -11%, 2%, ?, -4%, 13%, -27%, -5%
C[C@H](NC(=O)c1nc[nH]c1C(=O)N1CCN(c2ccccc2)CC1)C(=O)OCc1ccccc1
    14%, -0.6%, 14%, 15%, 7%, 2, 2%, -1%, 1%, 0%
COc1ccc(C(=O)Nc2ccc(S(=O)(=O)N3CCCC3)cc2)cc1[N+](=O)[O-]
    19%, 4.9%, -3%, ?, 0%, ?, 8%, ?, -20%, -2%
COc1ccccc1CCNC(=O)COc1cccc2c1OC(C)(C)C2
    -3%, -1.5%, -1%, ?, 2%, -2, -5%, ., -8%, -6%
COc1cc(NC(=O)COC(=O)CSc2cc(C)ccc2C)c(C)cc1[N+](=O)[O-]
    -12%, -0.4%, 34%, -12%, -1%[46.1 µM], -1, 9%, -6%, 3%, -9%
Cc1c(C)n(C)c2ccc(C(=O)NCCCN3CCOCC3)cc12
    -6%, 0.6%, ?, 9%, 0%, 4, -2%, 9%, 3%, 1%
COC(=O)c1cc(NC(=O)/C=C/c2ccccc2)ccc1O
    2%, -1.0%, ., ?, ., -9, 8%, -3%, ., .
Cc1ccc(C(=O)Nc2ccc(N3CCN(S(C)(=O)=O)CC3)cc2)cc1C
    0%, 0.1%, -4%, -11%, -1%, -4, -2%, -8%, 30%, -5%
COc1ccc(NC(=O)CSc2nnc3n2CCCCC3)cc1
    6%, -0.2%, 6%, -5%, ., -3, -1%, 10%, 9%, -2%
Cc1cnc(=O)[nH]c1SCC(=O)c1ccc(F)cc1
    15%, -0.1%, -8%, ?, -4%, -1, -2%, -7%, 3%, -6%
COc1ccc(CCN2C(=O)N(c3ccc(OC)cc3)C(=O)C2CC(=O)Nc2ccc(OC)cc2)cc1 (stereo not given)
    -2%, 0.0%, ?, ?, 3%, -1, -23%, -10%, -18%, 0%
Cc1cc(NC(=O)CSc2nc(C(C)C)nc3sc(C)c(C)c23)no1
    -1%, 0.0%, 25%, 3%, 2%, 19, 4%, 8%, -12%, 1%
O=S(=O)(Cc1ncc(C(F)(F)F)cc1Cl)c1ccccc1
    25%, -0.1%, -14%, 27%, 4%, 15, 15%, ?, 4%, -6%
CCc1nc2ccccc2n(CC)c1=O
    1%, 0.2%, -24%, 9%, -5%, 0, 7%, 5%, -4%, -3%
Cc1c(NC(=O)CCC(=O)N2CCOCC2)c(=O)n(-c2ccccc2)n1C
    -10%, -1.0%, 2%, 7%, -3%[46.1 µM], -2, ., -1%, -14%, -13%
CCCn1cc(CN2CCC(n3nccc3NC(=O)c3ccc4c(c3)OCO4)CC2)c(C)n1
    -3%, -1.0%, -20%, 18%, -1%, -1, -3%, 3%, 4%, -2%
CCN1CCN(c2nc3c(c(=O)n(C)c(=O)n3C)n2CCSc2ncccn2)CC1
    -27%, -0.4%, 14%, 12%, 3%, -2, -2%, -2%, 2%, -4%
Cc1ccc2c(c1)Oc1ccc(NC(=O)CCl)cc1C(=O)N2
    -15%, -0.1%, -67%[inhibitor], ?, 0%, 1, -3%, 28%, -76%, -6%
CN(C)c1ccc(/C=N/NC(=O)CCCO)cc1
    21%, 0.3%, -9%, ?, 5%, -1, -3%, 8%, 40%, -2%
COc1ccc(NC(=S)NC(=O)C2CCCCC2)cc1
    -7%, -0.5%, ?, ?, 3%, 4, -10%, -10%, 7.9µM*, -10%
COc1ccc(S(=O)(=O)N2CCOCC2)cc1C(=O)Nc1nc2ccccc2s1
    6%, 0.1%, ?, -6%, -5%, 25, -2%, 13%, 1%, -6%
COc1ccccc1N(CC(=O)NC1CCCCC1)C(=O)Cn1nnc(-c2ccc(C)o2)n1
    -4%, 0.2%, -20%, 2%, 4%, 4, 1%, 40%, -5%, -8%
Cc1nn(C)c(C)c1CN(Cc1nc(CCC(C)C)no1)C(C)C
    -1%, 0.0%, -3%, ?, 1%, 14, -3%, -3%, -38%, -22%
Cc1ccc2nc(N/C(N)=N/S(=O)(=O)c3ccc([N+](=O)[O-])cc3)nc(C)c2c1
    5%, -0.2%, ?, ?, -3%[46.1 µM], 3, -2%, -5%, -20%, 0%
CC(=O)C(C)n1c(CN2CCN(C(=O)c3ccco3)CC2)nc2c1c(=O)n(C)c(=O)n2C (stereo not given)
    -6%, 0.5%, -8%, ?, -4%, -4, 0%, -12%, 2%, -6%
COc1ccc(Nc2nc(-c3cccs3)nc3ccccc23)c(OC)c1
    -3%, -0.9%, 9%, ?, 10%[46.1 µM], 1, 13%, -13%, 8%, -5%
CC1CN(C(=S)NC(=O)C2CCCCC2)CC(C)O1 (stereo not given)
    7%, 0.0%, -13%, -1%, -3%[46.1 µM], -3, -3%, 8%, 13%, -7%
O=C(COC(=O)C1(c2ccc(Cl)cc2)CCCC1)Nc1ncc(C(F)(F)F)cc1Cl
    -2%, -0.5%, -12%, -14%, 3%[46.1 µM], 13, 5%, 14%, -16%, -8%
COc1cc(NC2c3ccccc3C(=O)N2Cc2ccccc2Cl)cc(OC)c1 (stereo not given)
    -4%, -0.4%, ?, -18%, 11%, 11, 6%, 21%, -19%, -10%
Cc1ccc(S(=O)(=O)N2CCOCC2)cc1NC(=O)CSc1ccc(Cl)cc1
    -1%, -0.1%, -12%, -5%, 7%, 22, 9%, ., -11%, -2%
COc1ccccc1N1C(=O)CC(N2CCN(c3ccc([N+](=O)[O-])cc3)CC2)C1=O (stereo not given)
    ., -0.1%, ?, 4%, 3%, -3, -1%, -6%, -4%, -10%
COC(=O)c1ccc(NC(=O)CN(c2ccc3c(c2)OCO3)S(C)(=O)=O)cc1
    -1%, 0.0%, 22%, 2%, -2%[46.1 µM], 2, 0%, 3%, 30%, -4%
CS/C(=C(/C#N)S(=O)(=O)c1ccc(Cl)cc1)N1CCOCC1
    1%, -0.7%, -2%, 0%, 0%, -1, 12%, -9%, 1%, -8%
COc1ccc(CCCC(=O)N/N=C/c2cccc(OC)c2O)cc1C
    ?, -0.2%, 6%, -5%, 1%[46.1 µM], 17, -2%, 29%, -76%, 1%
CN1CCN(NC(=O)Nc2cccc(Cl)c2Cl)CC1
    -2%, -0.1%, -22%, -19%, 5%, 0, 4%, 2%, 4%, -5%
O=C(CN1CCN(Cc2ccc(F)cc2Cl)C1=O)NCc1cccs1
    9%, 0.2%, -3%, 12%, 1%, 25, 1%, 10%, -3%, -5%
O=C(NCCSc1ccc(Cl)cc1)c1ccc(CN2CCOCC2)cc1
    -2%, -0.1%, 11%, ?, 3%, ?, -4%, 0%, -25%, 0%
COc1ccccc1CNC(=O)CCCn1nc(C)n2ccnc2c1=O
    9%, -0.9%, 7%, 7%, 0%, -4, 5%, ., 15%, -2%
COc1ccc(C(=O)Nc2ccc(S(=O)(=O)N3CCCCC3C)cc2)c(OC)c1OC (stereo not given)
    -28%, -0.2%, -29%, ?, 12%, -1, 4%, -8%, -69%, -5%
Cc1cccc(NC2=C(Cl)C(=O)OC2NC(=O)c2ccccc2)c1 (stereo not given)
    10%, -0.6%, -22%, -2%, -3%, 30, -4%, 25%, -5%, -2%
